From PubChem
VIM-2 inhibitor – VIM-2 metallo-beta-lactamase inhibitors, primary screen, biochemical, epi-absorbance readout, Pseudomonas aeruginosa enzyme; purified VIM-2, nitrocefin hydrolysis, epi-absorbance fluorescence; inhibition, % at 5.6 µM; 290,000 compounds, 0.89% hits; AID 1527, 2009;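 active = inhibition above the mean of all tested compounds plus 3 SD, cutoff set per screening run, cut at about 7.5% in these data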;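 also: red hydrolysis product quenches plate fluorescence so inhibitors raise well fluorescence; 0% = enzyme with DMSO and 100% = DMSO without enzyme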
NS3 helicase inh – inhibitors of HCV NS3 helicase, primary screen, biochemical, Cy5 molecular beacon fluorescence. NS3 helicase DNA unwinding. inhibition, % at 10.9 µM. 290,000 compounds, 0.56% hits. AID 1800, 2009;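 active = inhibition above the mean of all tested compounds plus 3 SD, set per campaign, cut at about 35% in these data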;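 also: 0% = DMSO wells and 100% = thioflavine S control wells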
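Assay system – hepatitis C virus NS3 helicase domain fragment enzyme · Buffer or medium – MOPS pH 6.5, MgCl2, DTT, Tween20, BSA · Reagent – Cy5/quencher beacon DNA duplex and ATP to start · Compound – single 10.9 µM dose · Timing – 1 h at 25 °C · Technique – Cy5 beacon fluorescence read at start and 1 h · Measure – % inhibition of unwinding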
p-CIP stab down – p/CIP-EGFP fusion destabilizers, primary screen, fluorescence, F442A cells; 16 h; decrease of EGFP signal, % at 10 µM; 290,000 compounds, 0.01% hits;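 active = EGFP signal decrease of at least 30% at 10 µM or well 3 SD below plate mean, unless failing retest; inactive = the rest, including hits failing retest or dose response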; also: some compounds called inactive have numbers as strong as hits; many of its hits are not listed in these tables
IDE inh – human IDE inhibitors in live cells, primary screen, fluorescence polarization, HEK cells, FAbetaB substrate; Insulin-degrading enzyme (Homo sapiens), P14735; FAbetaB cleavage; inhibition, % at 5.59 µM; 320,000 compounds, 0.41% hits;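 active = percent inhibition above the average of all tested compounds plus 3 SD, set per screening campaign, cut at about 16% in these data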;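 also: IDE supplied by intact live HEK cells; FP after avidin binding of uncleaved biotin substrate so inhibition keeps polarization high; 0% = DMSO wells and 100% = 60 µM reference IDE inhibitor Ii1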
DNA FID counter – compounds displacing fluorescent DNA intercalator, primary screen, artefact control for HCV NS3 helicase inhibitor project, biochemical, FID fluorescence; DNA fluorescent intercalator displacement; inhibition, % at 7.9 µM; 290,000 compounds, 0.17% hits; AID 1845, 2009; in the data active = inhibition above about 37%;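 also: 0% = vehicle and 100% = reference compound; higher means more ethidium bromide displaced from hairpin DNA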
SUMO HTRF inh – inhibitors of in vitro SUMOylation cascade, primary screen, biochemical, HTRF, uHTS; SUMO-conjugating enzyme UBC9 (Homo sapiens), P63279; 290,000 compounds, 0.36% hits; inhibition, % at 35 µM; AID 2006, 2009; HTRF SUMOylation assay, SAE1/SAE2 + UBC9; in the data active = inhibition above about 50%, passing the limit was not always enough; also: strong numbers were not always called active
Target sequence (P63279 whole entry, looked up): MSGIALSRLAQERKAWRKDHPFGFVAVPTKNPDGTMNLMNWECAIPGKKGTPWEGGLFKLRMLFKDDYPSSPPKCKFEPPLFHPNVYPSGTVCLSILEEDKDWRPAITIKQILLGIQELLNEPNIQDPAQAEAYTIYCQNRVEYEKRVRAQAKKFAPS
IDE act – human IDE activators in live cells, primary screen, fluorescence polarization, HEK cells, FAbeta-B substrate; Insulin-degrading enzyme (Homo sapiens), P14735; activation, % at 5.96 µM; 340,000 compounds, 0.073% hits; AID 493087, 2011; FAbeta-B cleavage; 0% vehicle, 100% cell-free pure enzyme wells;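 active = activation above the mean of all tested compounds plus 3 SD, set per screening campaign, cut at about 17% in these data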
PfM18AAP inh – PfM18AAP inhibitors, malaria aminopeptidase, primary screen, biochemical, QFRET, recombinant enzyme. inhibition, % at 7.35 µM. 290,000 compounds, 1.2% hits. AID 1822, 2009. H-Glu-NHMec fluorogenic cleavage. M18 aspartyl aminopeptidase (Plasmodium falciparum 3D7);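 active = inhibition above the campaign mean inhibition over all tested compounds plus 3 SD, cut at about 28% in these data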;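 also: 0% = plate median of test compound wells and 100% = 2 mM ZnCl2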
IMP-1 inhibitor – IMP-1 metallo-beta-lactamase inhibitors, primary screen, biochemical, epi-absorbance readout, Pseudomonas aeruginosa enzyme | metallo-beta-lactamase IMP-1 (Pseudomonas aeruginosa) | purified IMP-1, nitrocefin hydrolysis, epi-absorbance fluorescence | inhibition, % at 5.6 µM | 290,000 compounds, 0.45% hits;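 active = inhibition above the mean plus 3 SD of all compounds in the same screening run, cut at about 4.5% in these data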;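 also: 0% = IMP-1 with DMSO and 100% = DMSO wells lacking enzyme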
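System: Purified recombinant IMP-1 metallo-beta-lactamase enzyme | Measured by: Fluorescence quenching readout, ex 480/em 530 nm | Replication: Singlicate | Incubation: 15 min preincubation plus 25 min reaction at 25 °C | Evaluation: Percent inhibition from optical density relative to buffer-blank wells | Benchmarks: DMSO with and without IMP-1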
The depositor's hits bear a star; . = not tested or not shown.

Start of the data: the first 2 compounds, to show the layout:
SMILES	VIM-2 inhibitor	NS3 helicase inh	p-CIP stab down	IDE inh	DNA FID counter	SUMO HTRF inh	IDE act	PfM18AAP inh	IMP-1 inhibitor
CSc1ccc(C(=O)C2CCCN(C(=O)c3nn(C)c(=O)c4ccccc34)C2)cc1 (stereo unspecified)	-1.4	-4	-6	7	-22	22	3	0	-2.4
COCCNC(=O)/C(C#N)=C1\N=C(NC(=O)c2cccs2)c2ccccc21	1.4	-2	-243	-4	-3	20	4	-5	-0.4

All compounds of this part, from the first entry:
SMILES	VIM-2 inhibitor	NS3 helicase inh	p-CIP stab down	IDE inh	DNA FID counter	SUMO HTRF inh	IDE act	PfM18AAP inh	IMP-1 inhibitor
CSc1ccc(C(=O)C2CCCN(C(=O)c3nn(C)c(=O)c4ccccc34)C2)cc1 (stereo unspecified)	-1.4	-4	-6	7	-22	22	3	0	-2.4
COCCNC(=O)/C(C#N)=C1\N=C(NC(=O)c2cccs2)c2ccccc21	1.4	-2	-243	-4	-3	20	4	-5	-0.4
COc1cccc(CNC(=O)C(C)n2ccc3cc(S(=O)(=O)N4CCCCCC4)ccc32)c1 (stereo unspecified)	-2.6	-10	10	6	-30	-9	5	-4	-4.1
CCOc1ccc(/C=N/n2c(SC)nnc2-c2ccccc2)cc1OCC	-1.3	-4	-2	2	-6	-13	3	2	0.4
CCOc1ccc(CN2CCCN(C)CC2)cc1	-0.7	1	4	5	5	-3	1	-1	-4.3
CCOC(=O)NN1C(=O)c2ccccc2NC1c1cccs1 (stereo unspecified)	-1.9	12	-16	-4	-3	19	0	1	-2.0
Cc1cccc[n+]1CC(=O)c1ccc(NC(=O)c2ccccc2)cc1	1.2	3	-3	-2	10	15	2	-11	0.6
Cc1csc(SC(C)C(=O)NCc2ccc3c(c2)OCO3)n1 (stereo unspecified)	-1.8	5	5	-1	3	12	4	2	-2.3
O=C(CCl)Nc1cccc(S(=O)(=O)N2CCCCCC2)c1	1.7	1	-4	1	3	2	0	4	0.7
O=C(/C=C/c1ccccc1O)c1ccco1	-2.0	5	0	4	3	6	-4	20	-1.6
COC(=O)CCc1n[nH]c(=O)[nH]c1=O	0.7	-3	-10	-1	1	17	10	-4	2.7
CC1=C(C)CC(C(=O)NCCc2ccc(F)cc2)C(C(=O)O)C1 (stereo unspecified)	-0.6	3	-6	1	-10	19	5	4	-2.5
C/C(=N/NC(=O)c1cc(C2CC2)[nH]n1)c1cccs1	-1.4	-2	4	-2	-4	6	-1	-6	-5.9
COc1cc(/C=N/NC(=O)C(Cc2c[nH]c3ccccc23)NC(=O)OCc2ccccc2)cc([N+](=O)[O-])c1O (stereo unspecified)	-4.1	26	-8	-1	-27	34	4	7	-3.5
COc1ccc(-c2cc(OC)c3ccccc3n2)cc1	-1.7	4	0	0	-6	16	0	1	-1.8
CCOC(=O)C1(CCOc2ccccc2)CCN(Cc2cc(OC)c3c(c2)OCO3)CC1	-1.5	-31	13	-6	18	-15	2	1	-2.4
CCc1ccccc1NC(=O)c1cc(-c2ccc(OC)cc2)on1	-1.6	0	-9	3	-8	7	6	-6	-5.3
CCCC(c1nnnn1CS(=O)(=O)c1ccc(C)cc1)N1CCN(C2CCCC2)CC1 (stereo unspecified)	-4.5	4	-7	5	18	-3	4	-5	-2.4
CC(C)C(OC(=O)/C=C/c1ccc2c(c1)OCO2)C(=O)NC(N)=O (stereo unspecified)	-2.9	6	-15	2	-8	26	8	-7	-6.2
O=C(CNCC1CCCCC1)Nc1ccccc1N1CCCCC1	-2.8	-32	-15	1	6	-17	-1	1	-2.4
CC1(OC(=O)CCc2ccccc2)C(=O)C=C2C=C(c3ccc(C#N)cc3)N(C3CC3)C=C2C1=O (stereo unspecified)	.	.	-14	2	.	22	-3	.	.
CCN(CC)C(=O)c1ccccc1NC(=O)c1ccccc1SC	-1.9	-9	-22	1	-4	3	3	9	-3.5
O=C(NCCOCC(F)(F)C(F)F)c1cc(F)c(F)cc1Cl	0.7	19	7	0	-4	4	1	-2	-6.4
O=C(O)c1ccccc1/C=N/NC(=O)c1cc(-c2ccco2)nc2ccccc12	-3.0	42*	-1	-3	-20	78*	0	11	-1.5
COc1ccc(C(=O)COc2cccc(NC(=O)c3ccco3)c2)cc1	-2.5	-4	-16	5	-18	-24	1	-1	0.5
CCOC(=O)C1=NOC(C(=O)NN(C)c2ncc(C(F)(F)F)cc2Cl)C1 (stereo unspecified)	-0.7	-2	-7	1	-13	3	0	4	-1.9
CSc1nc2nc3c(cc2c(=O)n1-c1cccc(C)c1)COC(C)(C)C3	-2.2	-4	-1	2	-15	18	.	-7	-0.7
CCN(CC)CC(=O)N1c2ccccc2Oc2c(c(=O)n(C)c(=O)n2C)C1c1cccc([N+](=O)[O-])c1 (stereo unspecified)	-1.4	-1	-1	-1	10	-4	0	-4	-1.4
Cc1cc(C)c(C(=O)COC(=O)Cn2cnnn2)cc1C	-1.5	9	-9	8	-9	17	3	18	-1.4
CC(=O)Nc1cc(NC(C)=O)c2nc(N)sc2c1	0.4	-1	1	-5	-3	2	-1	3	-3.7
CCCn1c(SCC(=O)Nc2cc(C)on2)nc2c1c(=O)n(C)c(=O)n2C	-2.2	-1	.	-3	6	.	-2	-7	-1.3
COc1cc(NC(=S)NCc2ccc(S(N)(=O)=O)cc2)cc(OC)c1	1.6	3	2	-1	-2	14	-4	-5	-1.0
COc1cccc(OC)c1C(=O)OCC(=O)/C(C#N)=C(\C)N	-3.3	-5	2	-3	-8	-9	10	-4	-2.2
CCOC(=O)CSc1nc2ccc(C)cc2cc1C#N	-1.3	-4	6	5	-7	6	-4	-13	-2.5
COc1ccccc1-n1c(=S)sc2c(=O)n(Cc3ccco3)c(SC)nc21	-1.9	-2	-4	-2	-3	-22	3	-6	-0.5
O=C(NS(=O)(=O)c1ccccc1)c1ccccc1	-1.7	6	6	1	2	16	4	-7	-2.3
Cc1c(C(=O)N2CCCCC2)c(S(=O)(=O)NCc2ccc(Cl)cc2)c(C)n1C	-5.2	0	5	-1	-44	11	6	8	-3.3
O=C1CCC(C(=O)N2CCN(c3cnccn3)CC2)CN1CCc1ccc(Cl)cc1 (stereo unspecified)	1.9	8	-4	.	-26	17	0	-10	0.7
COC(=O)c1cccc(Oc2cccc(Cl)n2)c1	-2.1	12	3	-2	-3	3	3	-2	-0.5
C=CCOC(=O)C1=C(C)NC(SCC(=O)OCC)=C(C#N)C1c1ccc(O)c(OC)c1 (stereo unspecified)	-0.2	6	8	.	-32	16	-1	21	-1.3
CCc1cccc(C)c1NC(=O)CSc1nc(-c2ccccc2F)nc2nc[nH]c12	0.6	14	-11	9	1	8	-8	-2	0.3
O=C(CN1C(=O)c2ccccc2S1(=O)=O)c1ccc(Cl)cc1Cl	-0.1	7	-8	-6	-14	0	-1	3	-0.1
CCOC(=O)/C=C/C(=O)OCC(=O)Nc1cccc(Br)c1	0.1	3	-10	-5	-6	8	8	0	-2.6
O=C(Nc1cccc2nsnc12)c1ccc2c(c1)OCCO2	-0.3	-10	4	4	-2	30	-1	4	-0.6
COc1ccc(C(O)P(=O)(O)CCc2ccccc2)cc1 (stereo unspecified)	1.2	0	1	2	5	6	3	6	-2.3
O=C(NC1CC2CCC1C2)C1COc2ccccc2O1 (stereo unspecified)	-0.2	1	-18	3	-6	-9	6	-2	-2.0
O=C1N(Cc2cccnc2)C[C@@H]2C[C@@H](c3ccc(-c4ccccc4)cc3)N3CCC[C@@]123	-2.0	-3	-22	3	-20	-4	-11	6	-2.1
Cc1ccc2c(c1)N(CC(=O)NCc1ccco1)C(=O)CO2	-1.3	3	-18	0	1	5	7	-2	3.3
O=C(O)c1ccccc1N1C(=O)c2cccc3cccc(c23)C1=O	-1.5	1	1	-1	-4	0	0	-1	-2.8
CCCn1c(CN2CCN(C(=O)c3ccco3)CC2)nc2c1c(=O)n(C)c(=O)n2C	-1.2	-7	-7	2	-23	-13	-2	-7	-2.6

Continued.
SMILES	VIM-2 inhibitor	NS3 helicase inh	p-CIP stab down	IDE inh	DNA FID counter	SUMO HTRF inh	IDE act	PfM18AAP inh	IMP-1 inhibitor
COC(=O)c1cc(OC)c(OC)cc1NC(=O)Nc1ccc(OC)cc1OC	-0.9	-2	4	5	-1	1	6	-14	1.6
Cc1ccc(C(=O)C(C)OC(=O)Cn2[nH]c(=O)c3ccccc3c2=O)cc1C (stereo unspecified)	-2.9	-5	-42	5	-35	0	1	-2	-4.5
COC(=O)c1ccc(COc2cc([N+](=O)[O-])cc3cccnc23)o1	1.7	12	-14	0	-11	32	5	4	-3.8
CN(C)CCCn1c(SCC(=O)Nc2nc(-c3cccc(Br)c3)cs2)nc2ccccc2c1=O	-3.1	-67	-10	3	8	9	6	0	-2.8
N#Cc1cc(-c2cccc(Cl)c2)c[nH]c1=O	-0.5	0	-2	-6	-4	-8	4	-2	-3.2
COc1cccc(NC(=O)C(C)N2C(=O)c3ccccc3C2=O)c1 (stereo unspecified)	-1.4	2	0	-1	-3	16	3	4	-3.8
O=C(Nc1ncccc1O)c1ccc(Oc2ccccc2)cc1	-0.7	7	-19	-5	-12	-5	5	5	1.8
[O-]/C(=C(\C(=S)NCc1ccco1)[n+]1ccccc1)c1ccccc1Br	-0.2	11	-5	-6	-1	14	4	10	4.8*
CCOc1cc(CNCCCN2CCOCC2)cc(Br)c1OCc1ccccc1Cl	-0.1	-89	-8	-7	40*	-1	7	0	-2.7
CNc1ccc(/C=C/C(=O)c2ccc(C)cc2)cc1[N+](=O)[O-]	-1.1	-12	-11	2	7	8	1	-2	-1.7
Cc1cc(C)c(OCC(=O)N(C)CC(=O)Nc2ccc(N3CCOCC3)cc2)c(C)c1	-0.6	4	-8	1	-37	6	0	0	-2.7
COc1ccc(C(=O)C(OC(=O)c2ccccc2Cl)c2ccccc2)cc1 (stereo unspecified)	-1.5	-15	-1	-4	-6	-12	1	3	-1.0
CCN(CC)C(=O)CSC(Nc1cccc(F)c1)=C(C#N)C#N	-4.8	8	-16	31*	-13	17	.	6	-3.7
Cc1cccc(N2CCN(c3ccc4cc(S(=O)(=O)N5CCCCC5)ccc4n3)CC2C)c1 (stereo unspecified)	-2.2	4	-6	1	-3	-5	0	3	-5.8
CC1(C)CC(NC(=O)c2ccccc2F)CC(C)(C)N1	-2.1	15	-7	3	-2	1	-2	2	-4.6
O=C(O)C1=C[C@H](c2csc3ccccc23)C[C@H](OCc2ccc(CO)cc2)O1	1.8	5	-6	-1	-42	5	2	6	-2.6
